Screens: PubChem BioAssay, several laboratories
Wee1 degr inh: inhibitors of human Wee1 degradation | 220,000 compounds, 1.2% hits | reporter increase, % at 5 µM | AID 1321 | HeLa Luc-Wee1K328M stability, luciferase luminescence; 100% = proteasome inhibitor MG132 effect;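 active = activation above the mean of all tested compounds plus 3 SD, set per screening run, cut at about 8.8% in these data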;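 note: cells exposed to compound for 20 h before luminescence read; 0% = DMSO alone and 100% = MG132 at 30 µM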
Target sequence (P30291 whole entry K328M): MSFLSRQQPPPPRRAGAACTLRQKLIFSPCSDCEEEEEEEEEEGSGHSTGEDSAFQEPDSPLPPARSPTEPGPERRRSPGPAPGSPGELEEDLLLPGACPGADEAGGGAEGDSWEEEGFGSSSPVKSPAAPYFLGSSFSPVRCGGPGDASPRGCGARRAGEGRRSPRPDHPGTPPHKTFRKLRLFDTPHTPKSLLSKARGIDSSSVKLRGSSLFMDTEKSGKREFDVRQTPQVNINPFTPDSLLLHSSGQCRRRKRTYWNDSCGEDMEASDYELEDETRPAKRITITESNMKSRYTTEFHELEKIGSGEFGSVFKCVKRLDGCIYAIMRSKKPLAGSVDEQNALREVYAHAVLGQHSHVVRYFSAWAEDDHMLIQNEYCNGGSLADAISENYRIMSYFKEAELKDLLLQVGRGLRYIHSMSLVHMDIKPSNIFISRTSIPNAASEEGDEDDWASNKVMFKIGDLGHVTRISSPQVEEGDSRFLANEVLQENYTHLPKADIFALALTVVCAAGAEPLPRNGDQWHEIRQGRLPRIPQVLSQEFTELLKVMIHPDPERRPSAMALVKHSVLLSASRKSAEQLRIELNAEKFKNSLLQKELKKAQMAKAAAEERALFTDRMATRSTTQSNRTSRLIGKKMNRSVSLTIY
KLK5 inh: inhibitors of human kallikrein 5; recombinant hK5, fluorogenic AMC substrate cleavage; AID 873; inhibition, % at 5 µM; Q9Y337; 210,000 compounds, 0.59% hits;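 active = inhibition of 40% or more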;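 note: 0% = enzyme controls without compound and 100% = no-enzyme blanks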
Target sequence (Q9Y337 67-293 limits assumed): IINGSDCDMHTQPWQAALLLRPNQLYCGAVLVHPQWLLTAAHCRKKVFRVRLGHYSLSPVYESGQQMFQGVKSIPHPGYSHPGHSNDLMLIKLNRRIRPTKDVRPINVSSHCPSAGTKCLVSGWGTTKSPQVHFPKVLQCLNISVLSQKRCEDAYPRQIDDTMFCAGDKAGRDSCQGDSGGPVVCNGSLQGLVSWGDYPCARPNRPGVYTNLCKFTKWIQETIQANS
Thrombin inh: thrombin (human) inhibition; P00734; 220,000 compounds, 0.26% hits; alpha-thrombin, Boc-VPR-AMC fluorogenic substrate cleavage; AID 1046; inhibition, % at 5 µM;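 active = inhibition at or above 40%; inactive = inhibition below 40%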;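 note: 0% = enzyme with no compound and 100% = wells without enzyme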
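System – human alpha-thrombin · Medium – pH 7.5 Tris (50 mM) with NaCl 150 mM, Tween 20 0.05% · Compound – single-point dosing at 5 µM, 0.2% DMSO · Incubation – enzyme reaction carried out at room temperature · Technique – fluorescence of released AMC, ex 355 nm, em 460 nm · Read-out basis – % inhibition of thrombin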
FXIa inh 1536: factor XIa (human) inhibition; P03951; purified FXIa, Boc-Glu-Ala-Arg-AMC fluorogenic substrate; inhibition, % at 5 µM; 220,000 compounds, 0.14% hits; AID 798;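 active = inhibition of at least 40%; inactive = inhibition below 40%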;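 note: fluorescence of freed AMC excited at 355 nm; 0% = enzyme without compound and 100% = no enzyme blank; many of its hits are not listed in these tables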
FXIIa inh: factor XIIa (human) inhibition | P00748 | purified FXIIa, Boc-QGR-AMC fluorogenic substrate, 2 h | inhibition, % at 5 µM | 220,000 compounds, 0.3% hits; in the data active = inhibition above about 40%;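 note: 0% = enzyme with no compound and 100% = blank without enzyme; many of its hits are not listed in these tables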
Furin inh: blocks human furin protease activity; P09958; purified furin, fluorogenic substrate cleavage; inhibition, % at 30 µM; 220,000 compounds, 0.061% hits; in the data active = inhibition above about 25%; note: inactives centre near -15
PERK inh: inhibitors of human PERK kinase; Q9NZJ5; CHO PERK-DD fusion, SEAP luminescence translation reporter; inhibition, % at 5.6 µM; 220,000 compounds, 0.17% hits; AID 1416;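 active = inhibition above the mean inhibition of all tested compounds plus 3 SD, set separately per screening campaign, cut at about 2.9% in these data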;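 note: PERK kinase domain activated by AP20187 dimerizer at 100 nM; 0% = DMSO with dimerizer and 100% = rapamycin at 8.4 µM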
Cl transport mod: modulators of human KCC2 chloride dependent transport | 190,000 compounds, 2.2% hits | B-score of Tl+ flux slope (higher = more flux/activation; lower = inhibition) at 10 µM | Q9H2X9 | KCC2 cells, thallium flux FluoZin-2 fluorescence | AID 1456;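 active = thallium flux slope and its plate-corrected score both differing from the plate sample mean at a set confidence after two filtering rounds, in either direction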;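 note: slope of fluorescence scaled to starting intensity during 10 to 20 s after thallium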
p97 ATPase inh: human p97 ATPase inhibition; P55072; recombinant p97 ATPase, Kinase-Glo ATP luminescence, 3 h; inhibition, % at 8 µM; 220,000 compounds, 0.42% hits; in the data active = inhibition above about 15%;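 note: 0% = DMSO vehicle and 100% = wells lacking enzyme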
The depositor's hits bear a star; . = no result given; [ ] = another dose, or the depositor's remark.

Wee1 degr inh	KLK5 inh	Thrombin inh	FXIa inh 1536	mol	FXIIa inh	Furin inh	PERK inh	Cl transport mod	p97 ATPase inh
1	-3	1	-5	CC1=NCCN1S(=O)(=O)c1cc(Cl)ccc1Cl	-2	-9	1.5	0.34	1
-1	-6	-3	6	COc1cc(C2C(C#N)=C(N)Oc3cc(C)n(CCc4ccccc4)c(=O)c32)cc2c1OCO2 (stereo not drawn)	10	-20	-0.4	-0.69	-3
3	1	-5	2	COc1ccccc1CCNC(=O)c1cc(-c2ccncc2)nc2ccc(Br)cc12	3	-7	1.5	0.11	13
5	4	3	0	CCOC(=O)C1(Cc2cccc(OC)c2)CCN(Cc2cc(OC)ccc2OC)CC1	6	-36	0.1	.	-1
3	15	2	6	CCCc1cc(=O)[nH]c(SCC(=O)OCc2ccccc2)n1	15	-17	-0.1	.	5
-4	-2	-2	0	COc1ccccc1CNC(=O)CCc1c(C)nc2cc(-c3ccccc3OC)nn2c1C	3	-5	-1.7	-0.94	2
-2	21	-1	1	FC(F)(F)c1cnc(/C=C/Nc2ccccc2Cl)c(Cl)c1	0	-13[20 µM]	0.2	-0.033	-5
-3	-9	-16	-6	O=C(Nc1cccc(F)c1)c1ccccc1-c1ccccc1	-2	-10	0.2	-0.017	3
-2	3	-3	2	COc1cc(C(=O)NC2CCCCC2)ccc1OCc1ccc(Cl)cc1Cl	10	-18	1.2	0	5
-3	-7	-4	-1	O=C(c1ccco1)c1nnn(Cc2ccccc2)c1-c1ccccc1	9	-16[20 µM]	-0.6	-0.5	-1
1	4	1	1	COc1cc2c(cc1OC)C(C)N(C(=O)c1c(-c3ccccc3)noc1C)CC2 (stereo not drawn)	11	-27	-0.7	-0.35	3
1	-16	-4	5	CCN(CC)S(=O)(=O)c1ccc(OC)c(NC(=O)CSc2cc(Cl)ccc2Cl)c1	16	-23	-1.1	-0.19	2
1	-7	-1	-1	O=C1CN(C(=O)OCc2ccccc2)c2ccccc2N1	6	-8[20 µM]	-1.6	0.67	-3
0	-13	0	-3	COc1ccc(NC(=O)CSc2nc(N)c3cc4c(nc3n2)CCCC4)c(OC)c1	18	-1[20 µM]	0.6	.	3
4	-4	-5	0	Cc1ccc(-n2ncc3c(=O)n(CC(=O)NCc4ccco4)cnc32)cc1C	7	9	0.5	-0.8	3
-1	-1	-13	-5	COc1ccccc1NCC(=O)n1nc(C)cc1C	21	-17	0.1	1.4	-3
3	6	-7	-4	Cn1cnnc1Sc1nc2c(c(=O)n(C)c(=O)n2C)n1Cc1ccccc1Cl	4	-22[20 µM]	0.6	2.2	-5
2	0	-12	-8	O=C(O)C1CCCCC1C(=O)Nc1ccccc1F (stereo not drawn)	-10	-26[20 µM]	1.4	0.29	6
-1	-2	2	7	CCOC(=O)N1CCN(CC(=O)Nc2cc3c(cc2C(C)=O)OCO3)CC1	16	-16	0.5	-1.1	3
3	-3	-5	3	Cc1cc(N2CCN(C)CC2)nc2ccc(NC(=S)N3CCN(c4ccc(Cl)cc4)CC3)cc12	13	7	-0.9	-0.14	-9
4	-1	-5	-6	COC(=O)c1sc2ccccc2c1C(=O)OC	-2	-18	2.0	2.4	5
1	-10	1	-3	CCn1nc(C(=O)OCC(=O)c2ccc(F)cc2)c2ccccc2c1=O	9	-20	0.0	-5.4*	0
2	8	-3	-9	Cc1cccc(C)c1NC(=O)C(NC=O)c1ccccc1Cl (stereo not drawn)	8	-5[20 µM]	0.6	0.1	6
4	-12	-7	-6	CC(C)(C)C(=O)CSc1ncnc2sc3c(c12)CCC3	-1	-15	-0.1	0.81	2
1	-1	4	3	Cc1cc(=O)oc2cc(OCCSCCN3CCCC3)ccc12	8	-19	1.0	0.025	8

3 structures out of the list, arranged by length of the SMILES, smallest number first.
Wee1 degr inh	KLK5 inh	Thrombin inh	FXIa inh 1536	mol	FXIIa inh	Furin inh	PERK inh	Cl transport mod	p97 ATPase inh
-1	-1	-13	-5	COc1ccccc1NCC(=O)n1nc(C)cc1C	21	-17	0.1	1.4	-3
5	4	3	0	CCOC(=O)C1(Cc2cccc(OC)c2)CCN(Cc2cc(OC)ccc2OC)CC1	6	-36	0.1	.	-1
3	-3	-5	3	Cc1cc(N2CCN(C)CC2)nc2ccc(NC(=S)N3CCN(c4ccc(Cl)cc4)CC3)cc12	13	7	-0.9	-0.14	-9

Other structures
Wee1 degr inh	KLK5 inh	Thrombin inh	FXIa inh 1536	mol	FXIIa inh	Furin inh	PERK inh	Cl transport mod	p97 ATPase inh
1	-3	1	4	CC(=O)c1c(N2CCOCC2)nc(=S)n(-c2ccccc2)c1C	13	-10[20 µM]	0.1	0.031	-1
-2	-30	4	2	CCC(=O)N(CCc1ccccc1)Cc1cc2cc3c(cc2[nH]c1=O)OCO3	19	-8[20 µM]	-0.5	.	1
-3	1	-3	-1	COc1ccc(OCc2nc(C#N)c(NCCCn3ccnc3)o2)cc1	11	-28	0.4	0.93	7
.	-2	-8	-4	COC(=O)c1ccc(C23CC4(C2)[C@H](CN(C)[C@@H]4c2ccccc2)C3c2ccc(Cl)nc2)cc1 (stereo partly drawn)	2	-20	.	-0.49	.
-2	3	-2	0	CN(C)CCN1CCc2ccccc21	7	-10[20 µM]	-0.4	0.68	-2
0	0	0	1	O=C(O)c1ncn(Cc2ccc(Br)cc2)c1C(=O)O	11	-10	0.2	0.92	4
.	1	-1	1	CN(C)c1ccc(-c2cc([C@H]3[C@@H]4C=CCC[C@@]4(C)C(=O)N3Cc3ccccc3)ccc2F)cc1	9	-31	.	0.97	.
0	-10	0	2	COC(=O)c1sccc1NC(=S)N1CCN(c2cccc(C)c2C)CC1	14	-14	1.1	-0.003	4
6	-14	0	0	CCN(CC)C(=O)CSc1nc2cc3c(cc2c(=O)n1CCCCCC(=O)NCc1ccc(OC)cc1)OCO3	0	-16	1.5	-0.24	-3
-2	-18	2	9	Cc1ccc(C(=O)Nc2nc(-c3ccccn3)cs2)o1	4	-17	-0.1	0.5	7
-2	3	8	-5	O=C(COc1ccc(Cl)cc1[N+](=O)[O-])N1CCCCC1	3	-5	-0.6	0.18	-1
-5	5	-6	2	CCCNC(=O)CSc1nc(COc2ccccc2)nc2ccccc12	10	-11	-0.6	-0.026	-2
2	-13	-19	-7	COc1cccc(OC)c1C(=O)Nc1ccccc1C(=O)N1CCOCC1	10	-30[20 µM]	1.1	0.41	4
2	-9	-4	0	COC(=O)C(C#N)C(c1cccnc1)c1c(C)[nH][nH]c1=O (stereo not drawn)	12	-27[20 µM]	1.1	-0.8	0
-1	-4	3	20	C/C(=N\O)C(C)(C)NC(=O)Nc1ccc(Cl)cc1	39	-34	1.0	-0.37	1
-1	-9	0	-5	CCOC(=O)Cc1c(C)nc2c(C#N)c[nH]n2c1=O	-1	-21[20 µM]	0.8	.	2
-2	-8	3	10	CCOC(=O)c1cc2occc2n1CC(=O)NCCOC	18	-23[20 µM]	0.9	-1.4	1
2	-23	-10	4	CCOc1ccccc1NC(=O)C(CC(C)C)NC(=O)C1CCCCC1 (stereo not drawn)	1	-18[20 µM]	0.2	-0.38	-3
-3	-4	2	7	Cc1[nH]n(-c2ccc(Cl)cc2)c(=O)c1/C=N/n1c(C)nc2ccccc2c1=O	6	-12[20 µM]	0.4	1.7	-8
-4	2	-16	-5	CC(=O)c1sc(N2CCOCC2)nc1-c1ccccc1	12	-17	0.7	-0.25	0
2	-3	5	-2	Cc1ccc(N/C=C/C(=O)c2ccc(C)cc2)cc1	14	-12[20 µM]	-1.0	.	-3
0	-4	-9	-1	CCOC(=O)CSc1nc2c(c(=O)n1-c1ccc(OC)cc1)SCC2	6	-23	-0.1	-0.8	6
-1	4	5	16	C=CCN(CC=C)C(=O)c1ccccc1NC(=O)c1ccccc1C	18	-4[20 µM]	0.7	1.2	-4
-1	11	-5	-5	Cc1c(Nc2cc(=O)oc3ccccc23)c(=O)n(-c2ccccc2)n1C	-19	-13[20 µM]	0.8	0.86	2
-1	5	2	-1	O=C(Cc1cc(=O)[nH][nH]1)N/N=C/c1cccc2ccccc12	11	-22	0.9	-0.41	1
1	6	0	-3	C[C@@H]1C=C(C(=O)N2CCN(Cc3ccc4c(c3)OCO4)CC2)O[C@H](OCCCCO)C1	11	-18	0.0	1.4	2
7	1	-3	-2	C#Cc1ccc([C@@H]2C=C(C(=O)N3CCN(Cc4ccccc4)CC3)O[C@H](OCC)[C@H]2CCCO)cc1	9	-25	0.5	-3.8*	-1
2	-4	-8	0	CC(=O)c1c(C)[nH]c(C(=O)OCC(=O)Nc2cc(Cl)ccc2[N+](=O)[O-])c1C	4	-24	0.5	-2.1	2
-1	-3	-2	-3	CCCCNC(=O)Cc1c(O)c2ccccc2[nH]c1=O	6	-17[20 µM]	-0.2	0.66	-4
-1	-1	-6	-2	Cc1ccccc1-c1nnc(SCC#N)o1	4	-24	1.1	-0.49	6
0	-8	-3	-1	CCOC(=O)Nc1ccc2c(c1)N(C(=O)CCN1CCN3CCCC3C1)c1ccccc1CC2 (stereo not drawn)	8	-14[20 µM]	-0.6	0.64	-3
5	4	2	2	COc1cc(C(=O)OCCCN(C)C)cc(OC)c1OC	14	-26	1.2	-0.21	7
-4	-14	4	-3	COc1ccc(OCc2csc(N)n2)cc1	3	-27	-0.1	0.083	-1
-2	-14	-2	-6	Cc1nn2c(N)c(C#N)cnc2c1-c1ccc(Cl)cc1	1	9[20 µM]	0.5	1.2	5
2	29	6	4	O=C(O)c1cccnc1SCc1ccccc1Cl	25	2	0.1	-2.6	-3
0	1	-2	1	COc1ccc(Cl)cc1N1C(=O)C2CCCN2C1c1ccc(F)c(F)c1 (stereo not drawn)	8	-6	0.8	-1.1	-1

12 structures from above, ordered by SMILES length, smallest number first:
Wee1 degr inh	KLK5 inh	Thrombin inh	FXIa inh 1536	mol	FXIIa inh	Furin inh	PERK inh	Cl transport mod	p97 ATPase inh
-1	-1	-6	-2	Cc1ccccc1-c1nnc(SCC#N)o1	4	-24	1.1	-0.49	6
2	29	6	4	O=C(O)c1cccnc1SCc1ccccc1Cl	25	2	0.1	-2.6	-3
5	4	2	2	COc1cc(C(=O)OCCCN(C)C)cc(OC)c1OC	14	-26	1.2	-0.21	7
-2	-14	-2	-6	Cc1nn2c(N)c(C#N)cnc2c1-c1ccc(Cl)cc1	1	9[20 µM]	0.5	1.2	5
-1	4	5	16	C=CCN(CC=C)C(=O)c1ccccc1NC(=O)c1ccccc1C	18	-4[20 µM]	0.7	1.2	-4
0	-4	-9	-1	CCOC(=O)CSc1nc2c(c(=O)n1-c1ccc(OC)cc1)SCC2	6	-23	-0.1	-0.8	6
-1	5	2	-1	O=C(Cc1cc(=O)[nH][nH]1)N/N=C/c1cccc2ccccc12	11	-22	0.9	-0.41	1
0	1	-2	1	COc1ccc(Cl)cc1N1C(=O)C2CCCN2C1c1ccc(F)c(F)c1 (stereo not drawn)	8	-6	0.8	-1.1	-1
0	-8	-3	-1	CCOC(=O)Nc1ccc2c(c1)N(C(=O)CCN1CCN3CCCC3C1)c1ccccc1CC2 (stereo not drawn)	8	-14[20 µM]	-0.6	0.64	-3
2	-4	-8	0	CC(=O)c1c(C)[nH]c(C(=O)OCC(=O)Nc2cc(Cl)ccc2[N+](=O)[O-])c1C	4	-24	0.5	-2.1	2
1	6	0	-3	C[C@@H]1C=C(C(=O)N2CCN(Cc3ccc4c(c3)OCO4)CC2)O[C@H](OCCCCO)C1	11	-18	0.0	1.4	2
7	1	-3	-2	C#Cc1ccc([C@@H]2C=C(C(=O)N3CCN(Cc4ccccc4)CC3)O[C@H](OCC)[C@H]2CCCO)cc1	9	-25	0.5	-3.8*	-1
